# Screening data deposited in PubChem BioAssay by National Center for Advancing Translational Sciences (NCATS).
# TDP-43 yeast inh – inhibitors of TDP-43 toxicity in yeast; AID 652104; TDP-43 expressing yeast growth rescue, BacTiter-Glo, 24 h; actives 1.8% (n = 410,000); Potency, µM (doses to about 46.1 µM), for the others: at the top dose growth rescue (activation), most hits filed as activators; further: % of control where 0% means no effect; nearly all actives have a fitted effect of over 50% in size
#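 Growth rescue of TDP-43-toxic yeast measured as ATP luminescence (BacTiter-Glo). Cells grown to mid-log in raffinose, induced in galactose at OD600=0.02, exposed to compound 24 hr at 30 deg C.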
# SW480 rereplic – DNA re-replication induction in SW480 cells. SW480 DNA re-replication, Hoechst DNA content imaging, 48 h. AID 624297. Potency, µM (titrated, usually from 46.1 µM), for the others: at the highest dose re-replication activation, usual class: activators. actives 1.8% (n = 340,000); further: % of control where 0% means no effect; nearly all actives have a fitted effect of over 55% in size
#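 Image-based DNA-content assay: after two days of treatment, nuclei were labelled with the DNA dye Hoechst and imaged, and hits were compounds raising the count of nuclei showing high fluorescence intensity.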
# HT1080 IDH1KD tx – kills HT-1080 cells with IDH1 knockdown. HT-1080 IDH1 knockdown viability, ATP luminescence, 48 h. Potency, µM (titrated, usually from 46.1 µM), inactives show at the top dose activity, negative = toxicity, usual class: cytotoxic. actives 2% (n = 360,000). AID 686971;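 further: 0% = DMSO wells and -100% = cell-free medium wells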
#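 Knockdown cells (IDH1KD HT-1080) received compounds 2 h after plating at 750 cells/well and were kept 48 h at 37 °C in 5% FBS RPMI. A CellTiter-Glo luminescence read gave % activity for curve fitting.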
# KB-3-1 cytotox – KB-3-1 parental cell cytotoxicity | KB-3-1 viability, CellTiter-Glo ATP luminescence, 72 h | Potency, µM (highest dose often 46.1 µM), inactives show top-dose activity change, negative = cytotoxic, most hits filed as cytotoxic | actives 1.4% (n = 400,000) | AID 1347075; further: on the % scale 0 is the no-effect control and ±100 the full control effect; nearly all actives have a fitted effect of over 60% in size
#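 Cells are dispensed, compounds pinned in, plates held at 37 °C for 72 h, then CellTiter-Glo is added and luminescence read after 10 minutes. Cell line: parental KB-3-1 in phenol-red-free DMEM, 10% FBS.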
# GLP1R ag – GLP-1 receptor (human) agonism | P43220 | HEK293 GLP-1R CRE-luciferase, luminescence, 4-6 h; cells express a hypersensitive GLP-1R form | Potency, µM (top dose mostly 45.6 µM), for the others: at the top dose activation, hits mostly activators | actives 0.007% (n = 380,000) | AID 624172; further: % of control where 0% means no effect
# Target sequence (P43220 whole entry, looked up): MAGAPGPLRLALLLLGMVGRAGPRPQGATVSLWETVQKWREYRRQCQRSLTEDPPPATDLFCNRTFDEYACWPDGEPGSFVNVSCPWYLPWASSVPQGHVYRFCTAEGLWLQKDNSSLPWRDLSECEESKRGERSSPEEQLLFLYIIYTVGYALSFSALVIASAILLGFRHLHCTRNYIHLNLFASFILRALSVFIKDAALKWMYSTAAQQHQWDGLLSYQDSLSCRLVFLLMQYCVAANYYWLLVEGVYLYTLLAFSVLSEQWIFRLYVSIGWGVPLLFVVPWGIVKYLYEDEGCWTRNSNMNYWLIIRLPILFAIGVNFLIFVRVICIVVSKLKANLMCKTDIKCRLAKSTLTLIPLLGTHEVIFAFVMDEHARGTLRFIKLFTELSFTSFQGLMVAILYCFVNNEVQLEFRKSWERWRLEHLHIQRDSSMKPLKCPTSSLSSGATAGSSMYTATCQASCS
# GLP1R cytotox – cytotoxic in the GLP-1 receptor inverse agonist counter-screen; AID 624418; Potency, µM (doses to about 38.3 µM), for inactives: top-dose activity change, negative = inhibition, actives largely listed as inhibitors; HEK293 cAMP-luciferase reporter cells, luminescence, 24 h; actives 0.13% (n = 410,000);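 further: loss of luciferase light is scored as toxicity; on the % scale 0 is the no-effect control and ±100 the full control effect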
#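 Here, cytotoxicity is scored as loss of luminescence. The MLSMR collection was tested on cells seeded in medium containing 10% Nu serum, with a 24 hr compound exposure preceded by 12 hours of culture.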
# HT1080NT lethal – kills 2HG-producing HT-1080-NT fibrosarcoma cells | HT-1080-NT fibrosarcoma viability, CellTiter-Glo ATP luminescence, 48 h | Potency, µM (top dose mostly 46.1 µM), without a hit: at the top dose activity, negative = less viability, usual class: cytotoxic | actives 1.6% (n = 360,000);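 further: NT is the 2HG producing partner of a matched IDH1 knockdown line; 0% = DMSO-treated cells and -100% = media-only wells without cells; nearly all actives have a fitted effect of over 55% in size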
#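 Toxicity toward the 2HG-producing NT line was scored as %Activity, normalised to DMSO and no-cell wells, from CellTiter-Glo luminescence after 48 hours' treatment.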
# GLP1R inv ag – GLP-1 receptor (human) inverse agonism; HEK293 GLP-1R CRE-luciferase, luminescence, 24 h; GLP-1R form is constitutively active; Potency, µM (titrated, usually from 38.3 µM), for inactives: at the top dose activity change, negative = inhibition, actives largely listed as inhibitors; actives 1.6% (n = 410,000); further: on the % scale 0 is the no-effect control and ±100 the full control effect; nearly all actives have a fitted effect of over 55% in size
#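 HEK293 cells stably co-expressing constitutively active GLP-1R and a cAMP-responsive luciferase reporter were seeded in DMEM with 10% Nu serum, given compounds after 12 h, and incubated 24 h at 37 deg C. Luminescence was then read.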
# KB-V1 MDR tox – KB-V1 MDR subline cytotoxicity. KB-V1 MDR cells viability, CellTiter-Glo, 72 h. Potency, µM (series often up to 46.1 µM), for inactives: at the highest dose activity change, negative = cytotoxicity, most hits filed as cytotoxic. actives 3.4% (n = 400,000). AID 1347076; further: on the % scale 0 is the no-effect control and ±100 the full control effect; nearly all actives have a fitted effect of over 60% in size
#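 Following 72 h at 37 degrees C with compound, KB-V1 cell viability was read by CellTiter-Glo luminescence, medium being phenol-red-free DMEM plus 10% FBS; concentration-response parameters came from normalized, curve-fitted qHTS data.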
# An asterisk follows results filed as active; ? = inconclusive; / = not tested or not shown; & = joins results of further samples; [ ] = remark or other dose. The call rests on the fitted dose curve; in most records, active means well fitted curve in the direction sought with a large enough effect; inconclusive means small, poorly fitted or top-dose-only effect, or another doubt; inactive means no such curve, though single readings can be large; an effect the other way counts as inactive or inconclusive. Potency means the concentration at half of the fitted maximal effect.
SMILES,TDP-43 yeast inh,SW480 rereplic,HT1080 IDH1KD tx,KB-3-1 cytotox,GLP1R ag,GLP1R cytotox,HT1080NT lethal,GLP1R inv ag,KB-V1 MDR tox
C=CCn1cnc2c(c1=O)c1nc3ccccc3nc1n2/N=C/c1cccc(OC)c1,-9.1%,-8.4%,10.5%,3.2%,-9.6%,-6.1%,10.1%,0.0%,21.0%
O=C(O)c1cc([N+](=O)[O-])ccc1N1CCCCC1,-13.0%,7.9%,-17.7%,-3.7%,-1.3%,7.8%,-1.0%,26.5%,-6.1%
COc1cc(OC)cc(-c2nc3n(n2)C(c2ccccc2)C(C(N)=O)=C(C)N3)c1 (stereo not given),28.3%[9.22 µM],/,/,-12.8%,/,-1.9%,/,17.5%,-10.3%
O=C(O)Cc1ccc(-c2ccccc2)cc1,?,-10.3%,17.8%,0.0%,1.1%,-8.8%,13.1%,1.3%,9.3%
COc1ccc(NS(=O)(=O)c2cc3c(cc2C)NC(=O)CO3)c(OC)c1,4.3%,0.9%,-12.8%,11.5%&-13.4%,3.0%,-6.2%&2.8%,-16.2%,6.7%&12.1%,21.9%&13.7%
Cc1cc(C(=O)CN2C(=O)NC3(CCCc4sccc43)C2=O)c(C)n1-c1ccccc1 (stereo not given),2.9%,0.7%,-10.1%,-3.4%,1.4%,16.5%,-0.1%,?,?
O=C(COc1ccccc1Cl)NCCNC(=O)c1ccccn1,-5.7%,-5.4%,1.2%,?,9.6%,-4.2%,-1.1%,8.6%,5.0%
C[C@]12c3[nH]c4cc(-c5ccco5)ccc4c3CCN1C(=O)[C@@H](CC(=O)NCC13CC4CC(CC(C4)C1)C3)C[C@@H]2C(=O)N1CCCCC1,18.2%,?,?,?,-0.7%,-25.1%,-28.3%,?,?
CCc1nc2ccc(C(=O)NCCN3CCOCC3)cn2c1N(C)Cc1ccc(OC)cc1,-5.6%,/,0.5%,0.0%,19.6%,3.4%,?,1.6%,3.8%
CCCCCCCCCc1nc2sc3c(c2c(=O)n1NC(=O)c1ccc([N+](=O)[O-])cc1)CC(C)(C)OC3,-16.0%,9.2%,?,2.7%,-21.3%,?,?,?,?
Cn1c(CO)cnc1SCC(=O)c1ccc(Cl)cc1,-19.4%,-7.2%,0.9%,-15.3%,-5.2%,-28.0%,1.0%,7.08µM*,-22.5%
O=C(OCCCCN1C(=O)c2ccccc2C1=O)c1n[nH]c2ccccc12,23.0%,1.9%,10.6%,-3.8%,7.3%,7.1%,-2.7%,9.9%,-4.3%
N#C/C(=C(/O)COC(=O)COc1ccc(Cl)cc1)c1nc2ccccc2[nH]1,-12.1%,29.1µM*,25.4%,?,-20.9%,?,27.6%,10µM*,-19.5%
CC(C)OC(=O)Nc1ccc2c(c1)N(C(=O)CCN1CCOCC1)c1ccccc1CC2,22.3%[9.22 µM],-5.4%,2.0%,16.5%,14.4%,-10.7%,-15.0%,15.6%,-21.8%
N#CCC(=O)Nc1ccc(C(=O)OCC(=O)c2ccc3c(c2)OCO3)cc1,-12.4%,-20.0%,?,-2.9%,17.9%,-1.0%,-7.4%,101.3%[activator],0.5%
Cc1nc2cc(Cl)ccc2c(=O)n1Cc1ccncc1,10.7%,-6.3%,2.0%,-0.1%,5.1%,-6.4%,2.3%,9.3%,0.0%
CCN(CC)C(=O)C1CCCN(c2ncnc3onc(C)c23)C1 (stereo not given),6.2%,/,/,0.0%,/,1.5%,/,1.4%,-11.5%
c1ccc(N2CCCCC2)c(Nc2nc3ccccc3n3cnnc23)c1,14.6%,-75.6%[inhibitor],0.8%,?,9.2%,1.9%,13.3%,54.3%[activator],0.0%
Nn1c(COc2ccccc2F)nnc1SCC(=O)NC1CCS(=O)(=O)C1 (stereo not given),?,-1.9%,6.5%,1.3%,-3.9%,-8.3%,14.2%,-7.7%,7.7%
Cc1ccccc1S(=O)(=O)Cc1ccc(C(=O)NCCN(Cc2ccccc2)C(C)C)o1,-15.8%,-2.5%,11.5%,-7.5%,10.6%,-2.9%,11.1%,?,?

# Only TDP-43 yeast inh, SW480 rereplic and GLP1R inv ag (2 entries from above):
smiles | TDP-43 yeast inh | SW480 rereplic | GLP1R inv ag
COc1ccc(NS(=O)(=O)c2cc3c(cc2C)NC(=O)CO3)c(OC)c1 | 4.3% | 0.9% | 6.7%&12.1%
C[C@]12c3[nH]c4cc(-c5ccco5)ccc4c3CCN1C(=O)[C@@H](CC(=O)NCC13CC4CC(CC(C4)C1)C3)C[C@@H]2C(=O)N1CCCCC1 | 18.2% | ? | ?

# The list goes on:
SMILES,TDP-43 yeast inh,SW480 rereplic,HT1080 IDH1KD tx,KB-3-1 cytotox,GLP1R ag,GLP1R cytotox,HT1080NT lethal,GLP1R inv ag,KB-V1 MDR tox
O=C(OC(C(=O)NCc1ccco1)C(OC(=O)c1ccccc1)C(=O)NCc1ccco1)c1ccccc1 (stereo not given),1.7%,1.8%,1.4%,20.1%,1.6%,74.6%[activator],-5.2%,8.9%,-4.7%
COc1ccc(NC(=S)NC(NC(=O)c2cccc3ccccc23)C(Cl)(Cl)Cl)c([N+](=O)[O-])c1 (stereo not given),-7.1%,?,0.5%,3.3%,-2.9%,?,-22.2%,?,-10.5%
CCCCNC(=S)NNC(=O)c1csc(C)c1CC,0.0%,-0.3%,14.9%,2.5%,-1.6%,-16.9%,7.8%,-16.5%,-22.2%
Cc1occc1C(=O)N1CCCC(N2CCN(c3cccc(Cl)c3)CC2)C1 (stereo not given),0.6%,0.9%,0.0%,-18.4%,-14.0%,0.9%,-4.1%,?,?
NNC(=O)c1oc2nc(-c3ccccc3)cc(-c3ccco3)c2c1N,-27.7%,?,-29.8%,-3.6%,9.9%,14.7%,-15.2%,45.1%[activator],-20.8%
C=Cn1cc[n+](CC(=O)c2ccc(Br)cc2)c1,16.9%,-1.9%,6.0%,-0.4%,0.9%,1.7%,2.6%,6.4%,16.4%
CCOC(=O)C1CCCN(S(=O)(=O)c2c(C(=O)N3CCCCC3)c(C)n(C)c2C)C1 (stereo not given),-17.2%,0.6%,13.5%,6.8%,-0.6%,-4.4%,10.9%,13.7%,-18.6%
COc1ccc(OC)c(NC(=O)Nc2ccc(O)c3ccccc23)c1,-31.9%[inhibitor],?,?,-27.8%,0.1%,-15.0%,?,-4.0%,26.8%
CC(=O)c1ccc(OCCCC(=O)N2CCN(S(=O)(=O)c3ccc(C)cc3C)CC2)cc1,0.0%,-5.1%,8.4%,-5.3%,-0.4%,7.6%,4.0%,-25.1%,?
CCc1cccc(C)c1NC(=O)Cn1c(=O)n(-c2cccc(C)c2)c(=O)c2c1c1cc(C)ccc1n2C,15.8%,/,/,-12.7%,-0.7%,4.1%,/,20.4%,?
COc1ccc(OC)c(NC(=O)C(CC(C)C)NC(=O)C2CCCCC2)c1 (stereo not given),11.7%,-0.1%,-7.0%,-4.2%,9.1%,-2.8%,1.3%,?,-18.2%
N=c1c2c(ncn1CCCO)Oc1cc(O)ccc1C2c1ccccc1 (stereo not given),6.8%,-3.7%,2.7%,0.7%,4.7%,3.5%,-0.6%,19.0%,0.5%
O=C(NCCN1CCOCC1)c1cc(-c2cccs2)on1,-21.8%,-4.2%,?,-10.7%,2.8%,-3.0%,?,47.9%[activator],16.4µM*
O=C(CCNC(=O)c1ccco1)Nc1ccc(OC(F)F)c(Cl)c1,-26.6%,-4.7%,-9.2%,7.8%,19.4%,-16.7%,-0.8%,-8.8%,-9.1%
CCOC(=O)c1ccc(NC(=O)c2nc[nH]c2C(=O)NC)cc1,9.2%,1.0%,1.2%,16.8%,-4.7%,10.1%,0.8%,51.9%[activator],0.0%
C[C@H](CO)N1C[C@H](C)[C@@H](CN(C)Cc2ccncc2)Oc2c(NS(=O)(=O)c3ccccc3)cccc2C1=O,17.4%,-0.9%,-0.3%,0.0%,0.1%,-46.9%,8.3%,7.1%,0.0%
Cc1cccnc1NC(=O)c1c(O)c2cccc3c2n(c1=O)CCC3,-23.9%,-6.0%,-17.5%,-28.9%,-18.4%,66.3%[activator],-2.9%,-30.9%,?
CC(C)(C)CN1CCN(Cc2c[nH]c3ccccc23)CC1CCO (stereo not given),14.5%,-0.3%,-6.0%,-12.0%,2.9%,0.1%,1.6%,-26.3%,-1.7%
COc1cc(-n2c(=O)c3ccccc3n(CC(=O)OCc3ccccc3)c2=O)cc(OC)c1OC,-5.0%,2.2%,10.1%,7.2%,0.4%,?,16.6%,-8.3%,-0.8%
COC(=O)c1ccc(COc2ccc(/C=N/NC(N)=S)cc2)o1,28.2%,-5.5%,-1.3%,-11.8%,-4.5%,?,-2.1%,?,?
O=C(CNC(=O)c1cccc(F)c1)OCC(=O)N1CCN(C(=O)c2ccco2)CC1,-18.9%,-6.5%,15.9%,10.6%,16.8%,-14.2%,12.0%,18.9%,?
CCOc1ccc(CCNC(=O)c2oc(=O)c3ccccc3c2-c2ccc(C)cc2)cc1OCC,16.7%,/,/,-12.9%,0.3%,2.6%,/,-6.0%,-1.6%
O=C(CCN1C(=O)c2ccccc2C1=O)Nc1nc2ccccc2s1,8.1%,-4.1%,19.5%,12.9%,7.6%,7.0%,29.1%,30.1%[activator],0.0%
Cc1ccc2oc(=O)c3cc(C(=O)NCCc4ccc(Cl)cc4)sc3c2c1,4.1%,/,/,-7.1%,-2.2%,4.3%,/,8.2%,?
O=C(NCCCCNCCCNC(=O)c1ccccc1)c1ccccc1,17.3%,-35.6%[inhibitor],-1.3%,0.0%,-2.2%,2.9%,1.7%,-1.8%,-9.4%
CCOC(=O)CNC(=O)CSc1nnc(SCC(=O)NCC(=O)OCC)s1,-6.1%,-6.8%,-17.1%,2.4%,-7.5%,11.2%,-4.4%[9.24 µM],3.5%,-16.5%
C=CCN(c1ccccc1)S(=O)(=O)c1cccc(C(=O)NC2CCN(Cc3ccccc3)CC2)c1,22.7%,?,-14.8%,20.6µM*,-1.0%,?,-5.3%,12.6µM*,?
